Compound activity deposited in PubChem BioAssay by National Center for Advancing Translational Sciences (NCATS).
TR SRC2 fluor cs: Total Fluorescence Counterscreen for Inhibitors of the Interaction of Thyroid Hormone Receptor and Steroid Receptor Coregulator 2; hit rate 0.29% among 280,000; Potency, µM (top dose mostly 106 µM), without a hit: at the highest dose fluorescence change, negative = quenching; TRb/SRC2 Texas Red total fluorescence interference; active = well fitted curve in either direction with a large enough effect; inconclusive = small, poorly fitted or top-dose-only effect; note: % is set by controls: 0 for no effect and ±100 for the full control effect
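Human TRβ ligand-binding domain (0.6 uM) and Texas Red SRC2 peptide (20 nM) in Tris buffer with 1 uM T3 and 5% DMSO were incubated with pinned compound for 5 hr at ambient temperature. Total fluorescence was computed as S + 2P (555/632 nm).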
RECQ1 helicase: qHTS Assay for Inhibitors of RecQ-Like Dna Helicase 1 (RECQ1); ATP-dependent DNA helicase Q1 (Homo sapiens), P46063; RECQ1 DNA unwinding, red fluorescence kinetic read; Potency, µM (top dose mostly 57.3 µM), inactives show at the top dose activity, negative = inhibition, hits mostly inhibitors; hit rate 0.54% among 240,000; AID 2549, 2010;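 note: plate controls were vehicle for no effect and no enzyme for full effect; nearly all actives have a fitted effect of over 30% in size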
Target sequence (P46063 whole entry, looked up): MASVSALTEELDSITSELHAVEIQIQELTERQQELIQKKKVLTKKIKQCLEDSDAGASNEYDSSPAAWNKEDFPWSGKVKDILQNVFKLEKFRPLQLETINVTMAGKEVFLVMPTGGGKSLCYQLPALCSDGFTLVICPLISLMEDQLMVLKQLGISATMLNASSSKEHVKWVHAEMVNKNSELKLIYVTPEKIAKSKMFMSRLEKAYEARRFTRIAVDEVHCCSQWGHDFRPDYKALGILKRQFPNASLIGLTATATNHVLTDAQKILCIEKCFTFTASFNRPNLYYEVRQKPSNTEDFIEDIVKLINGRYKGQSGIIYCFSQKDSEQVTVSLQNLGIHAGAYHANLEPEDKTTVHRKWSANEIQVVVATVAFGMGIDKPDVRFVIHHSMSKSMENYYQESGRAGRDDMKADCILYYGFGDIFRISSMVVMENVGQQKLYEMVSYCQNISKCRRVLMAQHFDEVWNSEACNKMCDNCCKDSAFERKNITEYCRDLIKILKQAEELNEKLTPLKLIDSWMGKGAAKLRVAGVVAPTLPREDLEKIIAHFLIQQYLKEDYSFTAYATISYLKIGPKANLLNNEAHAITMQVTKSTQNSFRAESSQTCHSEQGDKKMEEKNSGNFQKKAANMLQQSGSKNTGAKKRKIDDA
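RECQ1T1 50 nM; forked duplex (20 bp + 30-nt ss tails) 200 nM, ATP 2 mM final; pH 8.0, 2 mM MgCl2, 2.5 ug/ml poly(dI-dC); 15 min compound preincubation; discontinuous kinetic read over 2 h at RT.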
Tau FP inhib: qHTS for Inhibitors of Tau Fibril Formation, Fluorescence Polarization; Potency, µM (highest dose often 57.7 µM), inactives show at the top dose activity, negative = inhibition, hits mostly inhibitors; K18 P301L tau heparin fibrillization, Alexa594 FP, 6 h; hit rate 0.39% among 280,000; note: % is set by controls: 0 for no effect and ±100 for the full control effect; nearly all actives have a fitted effect of over 55% in size
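Human tau K18 […] P301L fragment, 15 uM unlabeled plus 0.24 uM Alexa 594-labeled tau (final), with compound and 20 uM heparin in 100 mM sodium acetate pH 7; 6 hr at 37 C, then Alexa 594 FP read.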
HTT ATP protect: qHTS Multiplex Assay to Identify Dual Action Probes in a Cell Model of Huntington: Cytoprotection (ATP). hit rate 0.14% among 230,000. Potency, µM (series often up to 56.4 µM), inactives show cytoprotection (ATP increase), hits mostly activators. PC12 HTT-Q103 induced, cytoprotection, ATP luminescence, 40 h;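 note: % of control where 0% means no effect; nearly all actives have a fitted effect of over 45% in size; toxic huntingtin expression switched on by the ecdysone agonist tebufenozide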
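Rat PC12, Q103 Htt exon1-GFP fusion, ecdysone promoter; tebufenozide inducer 100 nM final; compound titration; qHTS, 1500 cells/well; ATPlite luminescent read.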
Tau fibril ThT: qHTS for Inhibitors of Tau Fibril Formation, Thioflavin T Binding; AID 1460, 2008; recombinant tau K18 P301L, heparin-induced fibrillization, ThT fluorescence; Potency, µM (titrated, usually from 57.4 µM), for the others: at the highest dose activity, negative = inhibition, most hits filed as inhibitors; hit rate 2.1% among 270,000; Microtubule-associated protein tau (Homo sapiens), P10636; note: % is set by controls: 0 for no effect and ±100 for the full control effect; nearly all actives have a fitted effect of over 55% in size
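Heparin-induced fibrillization of the P301L-mutant K18 repeat-domain fragment of human tau was followed by ThT binding in quantitative high-throughput format.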
L3MBTL1 inh: qHTS Assay for the Inhibitors of L3MBTL1; Lethal(3)malignant brain tumor-like protein 1 (Homo sapiens), Q9Y468; AlphaScreen L3MBTL1–H3K9me1 peptide binding; Potency, µM (titrated, usually from 57.1 µM), for the others: at the highest dose activity, negative = inhibition, hits mostly inhibitors; hit rate 0.66% among 230,000; note: % is set by controls: 0 for no effect and ±100 for the full control effect; nearly all actives have a fitted effect of over 60% in size
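Displacement of a biotinylated histone H3(1-15) peptide monomethylated at Lys9 (75 nM) from L3MBTL1 (50 nM) was measured by AlphaScreen after a 30 min room-temperature compound incubation; cefsulodin titration served as intraplate control.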
TRb SRC2 PPI: qHTS for Inhibitors of the Interaction of Thyroid Hormone Receptor and Steroid Receptor Coregulator 2; Thyroid hormone receptor beta (Homo sapiens), P10828; TRbeta-SRC2 peptide binding, fluorescence polarization; receptor liganded with 1 µM T3; Potency, µM (titrated, usually from 106 µM), for the others: at the top dose activity change, negative = inhibition, hits mostly inhibitors; hit rate 0.065% among 280,000;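 note: plate controls were bound peptide for no effect and peptide without receptor for full effect; nearly all actives have a fitted effect of over 50% in size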
Target sequence (P10828 whole entry, looked up): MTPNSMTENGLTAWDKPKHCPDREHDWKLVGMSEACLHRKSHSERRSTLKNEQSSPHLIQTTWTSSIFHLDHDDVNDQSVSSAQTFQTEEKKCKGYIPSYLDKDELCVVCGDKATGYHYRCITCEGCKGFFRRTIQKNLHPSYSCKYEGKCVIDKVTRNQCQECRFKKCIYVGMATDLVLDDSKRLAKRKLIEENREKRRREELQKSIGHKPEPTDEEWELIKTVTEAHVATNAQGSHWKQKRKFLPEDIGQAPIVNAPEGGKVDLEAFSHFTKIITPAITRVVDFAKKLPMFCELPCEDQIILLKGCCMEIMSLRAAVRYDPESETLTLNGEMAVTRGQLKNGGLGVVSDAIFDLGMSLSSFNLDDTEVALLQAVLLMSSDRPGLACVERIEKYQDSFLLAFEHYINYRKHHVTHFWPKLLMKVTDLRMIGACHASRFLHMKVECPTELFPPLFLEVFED
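Fluorescence polarization of 20 nM Texas Red SRC2 peptide (20-aa NR interaction domain) bound to 0.6 uM human TRb ligand-binding domain, with 1 uM T3, after 5 hr at ambient temperature; inhibition seen as decreased polarization.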
Tau fluor counter: Counterscreen qHTS for Inhibitors of Tau Fibril Formation, Fluorescence Polarization; AID 1463, 2008; Potency, µM (series often up to 57.7 µM), for the others: at the top dose activity change, negative = decrease; hit rate 0.93% among 280,000; tau K18 P301L (four-repeat tau fragment) Alexa594 fluorescence, heparin fibrillization; note: % is set by controls: 0 for no effect and ±100 for the full control effect; nearly all actives have a fitted effect of over 55% in size
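Human K18 P301L tau (15 uM unlabeled plus 0.24 uM Alexa 594-labeled, final) in 100 mM sodium acetate pH 7 was mixed with compound and 20 uM heparin and incubated 6 hr at 37 C.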
* = called active by the depositor; i = inactive; ? = inconclusive; . = not tested or not shown; [ ] = remark or other dose. Unless noted, calls come from the whole dose curve; as a rule, active = well fitted curve in the direction sought with a large enough effect; inconclusive = small, poorly fitted or top-dose-only effect, or another doubt; inactive = no such curve, though single readings can be large; an effect the other way counts as inactive or inconclusive. Potency is the fitted concentration of half-maximal effect.

#1 O=C(CCS(=O)(=O)c1ccc(Br)cc1)N1CCN(c2ccccc2)CC1
#2 Cc1ccc(-n2nc3c(c2NC(=O)c2ccc4c(c2)OCO4)CSC3)cc1
#3 COc1ccc(NS(=O)(=O)c2ccc(NC(=S)NC(=O)/C=C/c3ccccc3)cc2)nn1
#4 CCn1c(-c2cc(C3CC3)nc3ccccc23)n[nH]c1=S
#5 FC(F)(F)c1cnc(/C=C/Nc2ccccc2Cl)c(Cl)c1
#6 O=C(Nc1ccccn1)c1cccs1

Screen / compound no.	1	2	3	4	5	6
TR SRC2 fluor cs	1%	-3%	-7%	1%	-4%	3%
RECQ1 helicase	2%	i	-14%	-1%	-4%	i
Tau FP inhib	3%	?	-9%	4%	3%	-4%
HTT ATP protect	-7%	13%[10 µM]	4%[10 µM]	.	-13%	-13%
Tau fibril ThT	-9%	-2%	?	-13%	-16%	11%
L3MBTL1 inh	.	0%	-2%	7%	-5%	.
TRb SRC2 PPI	5%	-10%	12%	-2%	0%	-17%
Tau fluor counter	-4%	2%	-13%	-2%	-8%	1%

#7 CC1CCc2cccc3c2N1c1cc(C#N)c(C#N)cc1O3 (configuration not stated)
#8 O=C1CC(c2ccccc2)CN1Cc1ccccc1 (configuration not stated)
#9 O=C(NCC1CCCO1)c1sc2cc(Cl)ccc2c1Cl (configuration not stated)
#10 O=C(CSC1=NCCS1)N1CCc2ccccc21
#11 O=C1CC(c2ccco2)CC(O)=C1C=NCCO (configuration not stated)
#12 COc1ccccc1C1NC(c2ccccc2OC)C(C)C(=O)C1C (configuration not stated)

Screen / compound no.	7	8	9	10	11	12
TR SRC2 fluor cs	1%	2%	1%	-1%	2%	-1%
RECQ1 helicase	-5%	-14%	-7%	-1%	i	-10%
Tau FP inhib	6%	-5%	2%	4%	-2%	0%
HTT ATP protect	-30%	-2%	-6%[10 µM]	0%[0.074 µM]	-5%	0%
Tau fibril ThT	?	-9%	2%	-24%	-4%	-15%
L3MBTL1 inh	53%[activator]	8%	43%[activator]	.	-18%	.
TRb SRC2 PPI	-1%	6%	-19%	4%	-12%	6%
Tau fluor counter	?	-3%	3%	3%	3%	-11%

#13 COc1ccc(CCNC(=O)CCC(=O)N2CCN(S(=O)(=O)c3ccc(Cl)cc3)CC2)cc1OC
#14 COc1ccc(-c2noc(N3CCN(c4ccc(Cl)cc4)CC3)n2)cc1OC
#15 CC(NC(=O)Cn1nc(C(F)(F)F)c2c1CCC2)c1ccccc1 (configuration not stated)
#16 O=C(COC(=O)c1ccc(NS(=O)(=O)c2cccs2)cc1)Nc1nc2c(F)c(F)c(F)cc2s1
#17 Cc1ccc(NC(=O)c2ccc3[nH]c(C)cc(=O)c3c2)cc1
#18 COC(=O)Cn1cc(/C=N/NC(=O)COc2cccc3cccnc23)c2ccccc21

Screen / compound no.	13	14	15	16	17	18
TR SRC2 fluor cs	-5%	2%	2%	-23%	-2%	-46%
RECQ1 helicase	-4%	.	-6%	?	.	?
Tau FP inhib	-6%	-6%	5%	?	3%	3%
HTT ATP protect	-7%	.	-19%	3%	.	17%[1.9 µM]
Tau fibril ThT	-16%	?	-6%	?	-10%	?
L3MBTL1 inh	.	.	.	?	.	9%
TRb SRC2 PPI	-2%	-3%	-22%	46%	5%	4%
Tau fluor counter	-9%	-4%	-3%	-22%	6%	-20%

#19 CC(C)CCNC(=O)C(C)N(Cc1ccc(F)cc1)C(=O)c1ccc(CN2CCOCC2)o1 (configuration not stated)
#20 CC(C)OCCCNc1ncc2c(n1)CC(c1ccc(N(C)C)cc1)CC2=O (configuration not stated)
#21 CNC(=O)c1nnc(Cc2ccc(F)cc2)o1
#22 CC(=O)Nc1ccc2nc(NC(=O)COc3cccc(C)c3)sc2c1
#23 O=C(CN1CCN(c2ccccc2O)CC1)NCCCc1ccccc1
#24 COc1ccc(N2C(=O)CC(N3CCN(S(=O)(=O)c4ccc(Cl)cc4)CC3)C2=O)cc1 (configuration not stated)

Screen / compound no.	19	20	21	22	23	24
TR SRC2 fluor cs	2%	0%	-6%	-6%	0%	-2%
RECQ1 helicase	i	-2%	-2%	5%	-2%	-4%
Tau FP inhib	-2%	0%	7%	-16%	5%	3%
HTT ATP protect	15%[10 µM]	33%[10 µM]	-6%	-37%	-30%	1%
Tau fibril ThT	2%	-5%	5%	?	-9%	0%
L3MBTL1 inh	6%	-4%	3%	.	.	0%
TRb SRC2 PPI	-6%	3%	-1%	4%	-10%	2%
Tau fluor counter	1%	3%	5%	-25%	-13%	-4%

#25 COc1cccc(C(=O)N2CCN(C3CCC(c4ccccc4)CC3)CC2)c1 (configuration not stated)
#26 CCN(CC)CCCOc1ccc(Cl)c(Cl)c1
#27 O=C(Cc1ccccc1)N/N=C/c1ccc(Cl)cc1Cl
#28 COC(=O)c1ccc(C(NC(=O)OCc2ccccc2)/C(=C/[C@@H](C)C(=O)NCc2ccc(C)o2)c2cccnc2)cc1 (some centres not stated)
#29 CS(=O)(=O)N(CC(=O)NC1CCCC1)c1cccc(F)c1
#30 Cc1ccc(S(=O)(=O)NC(CC(=O)N2CCOCC2)c2ccco2)cc1 (configuration not stated)

Screen / compound no.	25	26	27	28	29	30
TR SRC2 fluor cs	-1%	-2%	1%	-5%	-1%	-3%
RECQ1 helicase	-7%	-22%	i	i	-6%	13%
Tau FP inhib	-5%	8%	-2%	0%	4%	-12%
HTT ATP protect	-3%	7%[10 µM]	-17%	-14%	-13%[0.074 µM]	-5%[10 µM]
Tau fibril ThT	-18%	-8%	-6%	-8%	0%	-7%
L3MBTL1 inh	.	3%	2%	.	.	-8%
TRb SRC2 PPI	-3%	-5%	-13%	3%	0%	5%
Tau fluor counter	-8%	-1%	-13%	-4%	3%	-9%

#31 O=C1CC(c2ccc(F)cc2)C2=C(CCCC2=O)N1 (configuration not stated)
#32 O=C(COc1ccc(Br)cc1CNC1CCCCC1)NCCc1ccccc1
#33 Cc1c(NC(=O)Nc2cccc(Cl)c2)c(=O)n(-c2ccccc2)n1C
#34 CCOC(=O)c1c(C)nc2ccccc2c1C
#35 COc1cc(-c2nnc(SCC(=O)N3CCCC3)o2)cc(OC)c1OC
#36 CCn1c2ccccc2c2cc(/C=N/O)ccc21

Screen / compound no.	31	32	33	34	35	36
TR SRC2 fluor cs	0%	-6%	1%	-3%	-8%	-4%
RECQ1 helicase	i	0%	-17%	i	-10%	-7%
Tau FP inhib	4%	-3%	-2%	7%	-1%	3%
HTT ATP protect	13%	.	5%	-11%	-5%	.
Tau fibril ThT	-4%	4%	-5%	0%	10%	-10%
L3MBTL1 inh	3%	3%	3%	.	26%	4%
TRb SRC2 PPI	-10%	-5%	-7%	-7%	-6%	4%
Tau fluor counter	-1%	-3%	7%	-1%	5%	-15%

#37 COc1ccc(C(=O)CC2(O)C(=O)N(Cc3ccccc3)c3ccc(Br)cc32)cc1 (configuration not stated)
#38 N/C(CCN1CCOCC1)=N/O
#39 CC(C)(C)C1c2[nH]c3ccccc3c2CCN1CCCn1cccn1 (configuration not stated)
#40 O=C(CSc1nnc2[nH]c(=O)cc(-c3ccccc3)n12)Nc1ccccc1C(F)(F)F
#41 Cc1cc(-c2nnc(CCC(=O)NCc3ccc(F)c(F)c3)o2)no1
#42 O=C(COc1ccc2ccccc2c1Br)Nc1ncn[nH]1

Screen / compound no.	37	38	39	40	41	42
TR SRC2 fluor cs	-2%	-4%	0%	-1%	-7%	-1%
RECQ1 helicase	.	-1%	i	.	-5%	8%
Tau FP inhib	1%	-4%	-2%	4%	11%[2.34 µM]	-1%
HTT ATP protect	.	29%[10 µM]	-12%[10 µM]	.	6%[10 µM]	-1%
Tau fibril ThT	-9%	-4%	2%	-16%	-7%	?
L3MBTL1 inh	.	-3%	-11%	.	6%	-11%
TRb SRC2 PPI	11%	4%	3%	2%	0%	-13%
Tau fluor counter	?	-1%	4%	-8%	8%[2.34 µM]	-4%

Retrieved by compound from above (3):
#24 COc1ccc(N2C(=O)CC(N3CCN(S(=O)(=O)c4ccc(Cl)cc4)CC3)C2=O)cc1 (configuration not stated)
#38 N/C(CCN1CCOCC1)=N/O
#14 COc1ccc(-c2noc(N3CCN(c4ccc(Cl)cc4)CC3)n2)cc1OC

Screen / compound no.	24	38	14
TR SRC2 fluor cs	-2%	-4%	2%
RECQ1 helicase	-4%	-1%	.
Tau FP inhib	3%	-4%	-6%
HTT ATP protect	1%	29%[10 µM]	.
Tau fibril ThT	0%	-4%	?
L3MBTL1 inh	0%	-3%	.
TRb SRC2 PPI	2%	4%	-3%
Tau fluor counter	-4%	-1%	-4%

The results go on:
#43 CC(C)CC(=O)NN1CCCCC1
#44 Cc1ccc2nc(-c3ccc(NS(=O)(=O)c4ccccc4)cc3)sc2c1
#45 CCCC(C)C(=O)Nc1ccc(Cl)cn1 (configuration not stated)
#46 COc1ccc(CCNC(=O)CN2CCN(c3ccccc3Cl)CC2)cc1
#47 O=C1C2C3C=CC(C4CC34)C2C(=O)N1/N=C/c1ccc(-c2ccccc2[N+](=O)[O-])o1 (configuration not stated)
#48 CCC(=O)NC(=S)Nc1ccc(NC(=O)c2cccnc2)cc1

Screen / compound no.	43	44	45	46	47	48
TR SRC2 fluor cs	0%	0%	0%	0%	2%	-2%
RECQ1 helicase	-4%	-8%	-5%	-1%	-7%	11%
Tau FP inhib	0%	-3%	-12%	9%	11%	3%
HTT ATP protect	8%	-7%[10 µM]	-5%	0%	-9%	11%[10 µM]
Tau fibril ThT	-5%	-5%	-8%	-15%	?	-9%
L3MBTL1 inh	.	11%	?	.	.	-9%
TRb SRC2 PPI	0%	-1%	-16%	13%	3%	2%
Tau fluor counter	-3%	-15%	-3%	-12%	?	4%

A portion of the library. The share of hits here may be higher or lower than overall.
